# High-throughput results (PubChem)
# TRPC4 PAM – allosteric potentiators of mouse TRPC4 channel; HEK293 TRPC4beta/mu-opioid, DAMGO EC20, Fluo-4 Ca2+ flux; stronger effect = higher value; B-score at 10 µM; 310,000 tested, 0.42% active; AID 2227;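 active = B-score of calcium response area above 5 SD of library B-scores, with initial fluorescence ratio within 5 SD of library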;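 note: B-score of integrated fluorescence ratio over time as area under calcium response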
# Target sequence (Q9QUQ5 whole entry, looked up): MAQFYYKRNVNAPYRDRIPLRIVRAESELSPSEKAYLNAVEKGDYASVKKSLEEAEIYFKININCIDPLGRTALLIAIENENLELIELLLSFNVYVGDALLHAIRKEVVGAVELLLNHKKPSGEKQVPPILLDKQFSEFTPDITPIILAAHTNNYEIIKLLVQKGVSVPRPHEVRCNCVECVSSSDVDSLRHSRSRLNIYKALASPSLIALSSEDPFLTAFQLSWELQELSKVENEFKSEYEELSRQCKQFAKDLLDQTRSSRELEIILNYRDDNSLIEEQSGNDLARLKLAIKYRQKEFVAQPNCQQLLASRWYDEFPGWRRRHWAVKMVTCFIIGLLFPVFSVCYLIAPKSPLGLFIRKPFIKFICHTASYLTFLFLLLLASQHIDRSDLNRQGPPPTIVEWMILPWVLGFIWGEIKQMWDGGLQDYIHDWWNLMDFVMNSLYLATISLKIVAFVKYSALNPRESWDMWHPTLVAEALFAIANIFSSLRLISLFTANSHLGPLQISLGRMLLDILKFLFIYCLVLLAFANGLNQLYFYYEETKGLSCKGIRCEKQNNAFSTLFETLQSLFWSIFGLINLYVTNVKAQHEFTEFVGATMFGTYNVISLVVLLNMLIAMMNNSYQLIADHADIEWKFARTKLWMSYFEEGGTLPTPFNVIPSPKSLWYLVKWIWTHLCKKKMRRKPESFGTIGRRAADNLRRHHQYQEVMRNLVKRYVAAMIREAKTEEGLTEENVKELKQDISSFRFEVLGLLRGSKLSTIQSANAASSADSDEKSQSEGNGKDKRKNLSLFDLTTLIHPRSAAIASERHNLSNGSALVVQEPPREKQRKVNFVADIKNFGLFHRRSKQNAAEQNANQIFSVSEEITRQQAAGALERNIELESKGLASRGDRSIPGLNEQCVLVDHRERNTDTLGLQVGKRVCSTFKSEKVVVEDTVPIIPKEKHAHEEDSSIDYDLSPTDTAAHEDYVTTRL
# TRPC4 act – TRPC4 (mouse) channel activation; Q9QUQ5; HEK293 TRPC4beta/mu-opioid, Fluo4 calcium fluorescence; stronger effect = higher value; B-score at 10 µM; 310,000 tested, 0.49% active; AID 2237;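 active = B-score above 5 SD of library B-scores, and initial fluorescence ratio not above library mean plus 5 SD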;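 note: positive B-score marks a calcium rise read as TRPC4 activation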
#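 Incubation: 45 min room-temperature Fluo4 loading, 110 s read / System: HEK293 cells stably co-expressing mouse TRPC4beta and mu-opioid receptor / Signal: Fluo4 fluorescence, kinetic / Control set: buffer (low) and maximal DAMGO (high) / Measure: integrated baseline-normalised fluorescence ratio, converted to per-well B score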
# MrgX1 antag – blocks BAM8-22 activation of human MrgX1 receptor | AID 588676 | MRGX1-HEK293 calcium flux, Fluo-4, BAM8-22 antagonism; stronger effect = lower value | Q96LB2 | B-score at 10 µM | 310,000 tested, 1.3% active;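 active = calcium-response B-score plate-corrected more than 3 library SD below zero, starting fluorescence within 5 deviations, no agonist response on first addition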;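 note: peak minus trough fluorescence over baseline after final BAM8-22 challenge near maximal dose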
# KLF5 inh – kruppel-like factor 5 inhibition; DLD-1 KLF5 promoter-luciferase reporter, luminescence; inhibition, % at 5 µM; 290,000 tested, 0.23% active; AID 1700;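 active = inhibition above a per-plate limit of that plate's mean compound inhibition plus 3 SD, cut at about 60% in these data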;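 note: 0% = DMSO wells and 100% = LY294002 at 200 µM; higher means less KLF5 promoter-driven luciferase light; inactives centre near -14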
# HIF act – HIF pathway transcriptional activation. AID 1910. U2OS HRE-luciferase reporter, luminescence; normalized: DMSO 0%, desferrioxamine 100%. activation, % at 7.5 µM (by protocol). 300,000 tested, 0.32% active;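 active = mean activation of at least 10% of the iron chelator positive control signal, with at least half of replicates also reaching 10%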
# TRPC4 block – blocks the mouse TRPC4 cation channel; 300,000 tested, 0.39% active; B-score at 10 µM; HEK293 TRPC4beta/mu-opioid, DAMGO-evoked Fluo4 calcium flux; stronger effect = lower value; Q9QUQ5;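 active = B-score over 3 SD under the library average, no early fluorescence shift, positive overall ratio signal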
#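 Material: HEK293 cells with stable TRPC4beta plus mu-opioid receptor expression / Probe or stimulus: DAMGO in two steps, submaximal then maximal / Compound: single concentration per test compound / Technique: kinetic Fluo4 fluorescence imaging of calcium influx / Read-out: per-well B score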
# IEC-6 cytotox – IEC-6 cytotoxicity, counter-screen for KLF5 inhibitors. luminescence viability. inhibition, % at 5 µM. 290,000 tested, 0.78% active. AID 1825; in the data active = inhibition above about 22%;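 note: 0% = plate median of test compound wells and 100% = cytotoxic reference compound wells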
# SKKanGAS inh – SKKanGAS growth inhibition | S. pyogenes SKKanGAS, kanamycin growth, BacTiter-Glo, 6 h | AID 1662 | 300,000 tested, 1.3% active | inhibition, % at 7.5 µM;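 active = mean replicate score, as percent of positive control median, at least 50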;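 note: strain carries kanamycin resistance gene driven by streptokinase promoter and grows in 40 µg/ml kanamycin; loss of luminescence reflects streptokinase promoter inhibition or plain growth inhibition; 0% = median of DMSO wells and 100% = positive control at its reference dose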
# TRPC6 activator – activates the mouse TRPC6 cation channel | Q61143 | HEK293-TRPC6 membrane potential dye fluorescence; stronger effect = higher value | B-score at 10 µM | 310,000 tested, 0.13% active | AID 2550;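 active = B-score of the integrated fluorescence ratio above library mean plus 3 SD, and starting fluorescence ratio within library mean plus 5 SD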;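 note: higher score means more depolarization so channel activation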
# aSyn UTR inh – 5' untranslated region of α-synuclein, MLPCN primary screen; inhibition, % (tested at 7.5 µM); 300,000 tested, 0.82% active; alpha-synuclein 5'UTR reporter, inhibitor activity; in the data active = inhibition above about 60%;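 note: H4 neuroglioblastoma cells stably carrying SNCA 5'UTR luciferase fusion; 0% = DMSO wells and 100% = positive control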
# TRPC6 inhibitor – mouse TRPC6 channel inhibition | B-score at 10 µM | HEK293-TRPC6, membrane potential dye, ACh-evoked depolarization; stronger effect = lower value | 310,000 tested, 1.1% active | Q61143;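 active = B-score under library mean minus 3 SD, initial fluorescence not abnormally high, positive integrated signal ratio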;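 note: B-score derived from integrated fluorescence ratio over the kinetic read; more negative B-score means stronger inhibition of depolarization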
# * = called active by the depositor; i = inactive; / = not tested or not shown. Rows were taken by chance. About 5.8% of those tested had a hit in this group.
SMILES	TRPC4 PAM	TRPC4 act	MrgX1 antag	KLF5 inh	HIF act	TRPC4 block	IEC-6 cytotox	SKKanGAS inh	TRPC6 activator	aSyn UTR inh	TRPC6 inhibitor
COc1cccc(CNC(=O)CCc2nnc3ccc(NCCCN4CCCC4=O)nn23)c1	i	i	i	-27.4	-0.2	i	-0.3	1.5	i	24.1	i
COc1ccc(-n2c(=S)[nH]c3cc(C(=O)NCc4cccnc4)ccc3c2=O)cc1	i	i	i	-6.7	-18.7	i	0.7	-1.6	i	-12.7	i
CCc1ccccc1S(=O)(=O)Cc1ccc(C(=O)NCC2CCCO2)o1 (stereo not drawn)	i	i	i	-0.2	-0.9	i	5.8	-0.9	i	2.1	i
Cc1ccc(S(=O)(=O)NC(CC(=O)NCc2ccco2)c2ccco2)cc1 (stereo not drawn)	i	i	i	-19.7	-0.3	i	2.5	-1.8	i	-12.3	i
O=C1COc2ccc(S(=O)(=O)N3CCCCC3)cc2N1	i	i	i	-11.9	-0.2	i	4.5	-7.2	i	15.6	i
Oc1cccc(C(=S)N2CCC(Cc3ccccc3)CC2)c1	i	i	i	-26.4	-0.3	i	-4.1	6.8	i	9.5	i
Cc1ccc(OCc2nnc(SCC(=O)N3CCOCC3)n2C)cc1	i	i	i	26.2	-0.5	i	7.8	5.4	i	2.5	i
O=c1[nH]c(/C=C/c2ccc(Br)cc2)nc2c1cnn2-c1ccccc1	i	i	i	-7.8	-0.2	i	-0.4	-1.4	i	-10.5	i
Cn1cc(CCC(=O)NC2CC2)c2ccccc21	i	i	i	-37.0	-0.8	i	-1.5	-1.4	i	9.3	i
O=C(Nc1ccc(CN2CCCCC2)cc1)Nc1ccc(Br)cc1Cl	i	i	i	8.5	1.1	i	3.0	3.3	i	-26.8	i
CCn1cc(C(=O)O)c(=O)c2cnc(N3CCN(C(=S)NC(=O)c4ccc(F)c(F)c4)CC3)nc21	i	i	i	-34.4	-0.5	i	-6.4	33.3	i	2.4	i
Cc1cccc(OCC(=O)N2CCN(C(=O)COc3ccc(Cl)cc3)CC2)c1	i	i	i	-8.8	-0.3	i	-0.8	-0.6	i	13.3	i
CCCCOc1ccccc1C(=O)NCCCCCC(=O)O	i	i	i	-21.4	-3.6	i	-1.5	-0.3	i	13.7	i
COc1ccc(S(=O)(=O)N2CCCC(C(=O)N3CCOCC3)C2)cc1OC (stereo not drawn)	i	i	i	-12.4	0.0	i	-3.2	25.4	i	-3.7	i
Nc1nnc(SCC(=O)c2ccc([N+](=O)[O-])cc2)s1	i	i	i	-0.3	-0.2	i	4.8	-0.3	i	-6.3	i
NC(=S)NN=C1c2cc(OCCN3CCOCC3)ccc2-c2ccc(OCCN3CCOCC3)cc21	i	i	i	-10.9	-2.5	i	6.9	4.5	i	-29.8	i
NS(=O)(=O)c1ccc(CNC(=O)C2CCCCC2)cc1	i	i	i	-18.1	-0.5	i	-3.3	0.8	i	-10.9	i
Cc1ccc(-c2nnn(CC(=O)N(c3ccc4c(c3)OCCO4)C(C(=O)NCC3CCCO3)c3ccc(F)cc3)n2)o1 (stereo not drawn)	i	i	i	-33.8	-0.2	i	7.4	9.7	i	-54.2	i
Cc1ccccc1NC(=O)Cn1nnc(C(=O)NCc2ccco2)c1N	i	i	i	15.8	1.5	i	2.5	2.6	i	-3.8	i
C1=CCC(/C=N/n2cnnc2)CC1 (stereo not drawn)	i	i	i	-32.7	1.1	i	2.4	3.2	i	-7.1	i
NS(=O)(=O)c1ccc(N/N=C/c2ccc(C(=O)O)cc2)c([N+](=O)[O-])c1	i	i	i	8.8	-0.3	i	-6.2	5.1	i	-20.9	i
COc1ccc(NC(=O)CC(Cc2ccc(Cl)cc2)C(=O)O)cc1 (stereo not drawn)	i	i	i	0.8	0.6	i	-1.4	1.9	i	-8.7	i
O=C(CCCN1C(=O)c2cccc3cccc(c23)C1=O)NCc1ccco1	i	i	i	6.0	0.5	i	-5.4	-1.6	i	2.9	i
Cc1ccc(S(=O)(=O)NC2CC(C)(C)NC(C)(C)C2)cc1C	i	i	i	-7.2	-19.7	i	1.5	2.8	i	-12.5	i
COCCN(C(=O)CNC(=O)c1ccco1)C(C(=O)NC1CCCCC1)c1cccs1 (stereo not drawn)	i	i	i	-37.0	-17.7	i	-0.8	-2.0	i	2.5	i
Cn1c(Cc2ccc3c(c2)OCO3)nnc1SCC(=O)NC1CCCC1	i	i	i	-24.7	-0.7	i	3.1	2.5	i	-4.0	i
Cc1ccccc1NC(=S)N1CCCCCC1	i	i	i	-13.0	/	i	3.3	/	i	/	i
COc1ccc(Cc2c(N)nc(C)nc2N)cc1	i	i	i	2.0	-0.4	i	-0.6	-8.0	i	-14.3	i
COCCn1c(N/N=C(C)/C=C/c2ccccc2)nc2c1c(=O)[nH]c(=O)n2C	i	i	i	-16.7	-0.4	i	-3.8	-10.5	i	12.7	i
Cn1c(SCC(=O)NCc2ccc(F)cc2)ncc(C(=O)Nc2ccccc2)c1=O	i	i	i	/	1.1	i	/	0.5	i	-6.8	i
CCC(C)C(=O)Nc1nc(C)c(-c2csc(Nc3cc(Cl)ccc3OC)n2)s1 (stereo not drawn)	i	i	i	-3.5	-0.3	i	6.2	12.4	i	2.2	i
Cc1oc(-c2ccccc2)cc1C(=O)Nc1cccc(C(=O)O)c1	i	i	i	-29.7	0.0	i	0.4	4.5	i	-18.9	i
C=CCn1c(COc2ccc(Cl)cc2)nnc1SCC(=O)NCC(=O)OCC	i	i	i	-55.6	0.5	i	-2.7	-6.3	i	29.2	i
COc1ccc(/C=C(/NC(=O)c2ccccc2)C(=O)NCCN2CCOCC2)cc1OC	i	i	i	-39.5	0.0	i	-3.2	22.4	i	13.8	i
CCOC(=O)c1sc(NC(=O)Nc2ccc(Cl)cc2)cc1C	i	i	i	-50.2	1.7	i	-1.4	81.0*	i	-135.1	i
CCCOC(=O)C(C)n1c(-c2ccccc2)nc2ccccc2c1=O (stereo not drawn)	i	i	i	-26.5	0.0	i	0.6	-4.5	i	-8.5	i
COC(=O)C(NC(=O)c1ccc(OC)cc1)(Nc1ncc(S(=O)(=O)c2ccc([N+](=O)[O-])cc2)s1)C(F)(F)F (stereo not drawn)	i	i	i	-8.5	-0.5	i	0.5	11.0	i	-9.3	i
COCC(C)n1c(C)cc(C(=O)COC(=O)c2ccc3c(c2)NC(=O)CS3)c1C (stereo not drawn)	i	i	i	1.3	0.1	i	1.2	-4.3	i	16.1	i
O=c1[nH]c2cc3c(cc2cc1CN(Cc1nnnn1CC1CCCO1)C1CCCCC1)OCO3 (stereo not drawn)	i	i	i	-7.0	4.9	i	2.8	-1.1	i	-1.3	i
O=C1CC(c2cccc(Oc3ccccc3)c2)NC(=O)N1 (stereo not drawn)	i	i	-8.19*	-68.1	0.0	i	2.7	4.1	i	10.0	i
O=C(CNC(=O)c1[nH]cnc1C(=O)NC(c1ccccc1)c1ccccc1)OCc1ccccc1	i	i	i	-16.0	-1.9	i	1.1	15.6	i	13.0	i
COc1ccc(Cl)cc1NC(=O)C1CCCN(c2cc(C)nc3ncnn23)C1 (stereo not drawn)	i	i	i	-11.2	-0.2	i	0.2	3.4	i	22.6	i
CCc1nc(N[C@@H](Cc2c[nH]c3ccccc23)C(=O)O)c2oc3ccccc3c2n1	i	i	i	-14.8	0.3	i	0.3	6.1	i	18.9	i
COc1ccc(CNC(=O)C2=CC(c3ccc(C)cc3)=NS(=O)(=O)N2C)cc1	i	i	i	-10.7	-0.5	i	9.5	-0.2	i	23.6	i
COc1ccc(/C=N/Nc2ccc([N+](=O)[O-])cc2S(=O)(=O)N2CCN(C)CC2)cc1	i	i	i	-16.5	-0.4	i	2.9	7.3	i	5.8	i
CN1CCC(=O)N([C@H](CN=[N+]=[N-])Cc2ccccc2)CC1	i	i	i	-7.5	0.4	i	5.3	-2.8	i	2.0	i
Cc1ccc(NC(=O)c2ccco2)cc1C	i	i	i	-131.1	6.4	i	-0.3	2.2	i	-102.9	i
CCOc1ccc(C(=O)NC(C(=O)NCc2ccccn2)C(C)C)cc1 (stereo not drawn)	i	i	i	-0.2	-0.8	i	-0.3	3.3	i	4.2	i
CCCC(=O)NC(c1ccc(OC)cc1)c1c(O)ccc2ccccc12 (stereo not drawn)	i	i	i	-3.1	0.3	i	2.3	8.8	i	6.4	i
COc1ccc(NC(=O)N(Cc2ccc3c(c2)OCO3)C2CC(=O)N(c3ccc(OC)cc3)C2=O)cc1 (stereo not drawn)	i	i	i	1.7	0.2	i	-0.4	1.2	i	18.9	i
Cc1nc(NC(=O)c2ccco2)sc1-c1csc(Nc2ccc(Cl)cc2)n1	i	i	i	-37.3	-3.5	i	5.1	26.8	i	-69.7	i
CCCCN(CCCC)S(=O)(=O)c1ccc(NC(=O)Cc2cccs2)cc1	i	i	i	-30.9	0.1	i	-4.8	9.0	i	12.3	i
O=C(NNc1c2ccccc2nc2ccccc12)C(O)c1ccccc1 (stereo not drawn)	i	i	i	-31.9	-0.3	i	1.0	10.6	i	19.1	i
Cc1ccccc1NC(=O)CSc1nnc(-c2ccoc2C)n1CCc1ccccc1	i	i	i	-14.1	-0.1	i	-11.8	-3.7	i	28.0	i
Cc1cccc(NCC(=O)N/N=C\c2cccn2C)c1	i	i	i	-23.0	-0.2	i	-2.4	3.4	i	9.1	i
COc1ccccc1Cn1c(=S)[nH]c2cc(C(=O)NCCCN3CCOCC3)ccc2c1=O	i	i	i	-34.0	/	i	2.1	-7.1	i	-7.6	i
CCCCSc1nc(C)cc(C)c1S(=O)(=O)c1ccccc1C	i	i	i	-23.1	-0.3	i	0.3	45.0	i	10.8	i
Cc1c(CCO)c(=O)n(C)n1C(=O)c1ccc(Cl)cc1	i	i	i	12.7	-0.2	i	-3.1	1.3	i	-13.9	i
COc1ccc(NC(=S)Nc2ccccn2)cc1	i	i	i	-113.9	2.8	i	7.9	-10.0	i	-168.4	i
O=C(NCc1nnnn1-c1ccc(F)c(F)c1)c1cc2ccccc2o1	i	i	i	/	0.0	i	/	-9.5	i	-12.3	i
